High-throughput results from PubChem.
p97 ATPase inh: inhibitors of human p97 ATPase. recombinant p97 ATPase, Kinase-Glo ATP luminescence, 3 h. inhibition, % at 8 µM. P55072. 220,000 tested, 0.42% active; in the data active = inhibition above about 15%;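 also: 0% = DMSO vehicle and 100% = wells lacking enzyme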
p47phox inh: inhibitors of human p47phox binding; p47phox/p22phox peptide binding, fluorescence polarization, 2 h; 220,000 tested, 0.53% active; inhibition, % at 24.7 µM; AID 1274; P14598;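 active = inhibition above about 30%, limit read from the data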;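 also: 0% = p47phox with labelled peptide and 100% = labelled peptide alone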
EBV gp42 inh: inhibitors of Epstein-Barr virus glycoprotein 42 | Fluorescence polarization binding assay, mP read-out | inhibition, % (tested at 21.74 µM) | 220,000 tested, 0.42% active; in the data active = inhibition above about 50%
Target sequence (Q1HVG2 whole entry, looked up): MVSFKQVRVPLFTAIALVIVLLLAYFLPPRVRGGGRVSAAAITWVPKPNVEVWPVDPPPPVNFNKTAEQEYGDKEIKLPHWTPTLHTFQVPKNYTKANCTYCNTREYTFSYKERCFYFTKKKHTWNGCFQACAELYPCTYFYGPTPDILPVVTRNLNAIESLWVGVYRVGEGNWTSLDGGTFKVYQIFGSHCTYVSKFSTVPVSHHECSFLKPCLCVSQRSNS
Runt-CBFb FRET: blocks binding of human RUNX1 Runt domain to CBFb; Cerulean-Runt/Venus-CBFb FRET ratio 530/480, 1 h; 220,000 tested, 0.46% active; inhibition, % at 20 µM; AID 1496;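 active = inhibition over about 50% at 20 µM in the single-dose screen, limit read from the data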;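 also: 0% = DMSO wells and 100% = excess unlabeled CBFb competitor control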
Target sequence (Q01196 whole entry, looked up, the tested form may be a part): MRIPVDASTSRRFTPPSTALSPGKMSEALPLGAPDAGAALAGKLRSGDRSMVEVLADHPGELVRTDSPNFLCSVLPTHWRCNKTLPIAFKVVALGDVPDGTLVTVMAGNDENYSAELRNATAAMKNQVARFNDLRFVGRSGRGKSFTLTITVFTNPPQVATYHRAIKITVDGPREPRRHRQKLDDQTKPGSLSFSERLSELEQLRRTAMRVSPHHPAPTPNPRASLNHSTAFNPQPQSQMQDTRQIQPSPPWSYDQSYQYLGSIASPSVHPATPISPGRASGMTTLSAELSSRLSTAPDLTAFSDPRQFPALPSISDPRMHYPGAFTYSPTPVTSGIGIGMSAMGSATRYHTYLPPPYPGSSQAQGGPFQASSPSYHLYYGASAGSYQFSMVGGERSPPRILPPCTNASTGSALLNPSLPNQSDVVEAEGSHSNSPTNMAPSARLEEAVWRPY
Target sequence (Q13951 whole entry, looked up, the tested form may be a part): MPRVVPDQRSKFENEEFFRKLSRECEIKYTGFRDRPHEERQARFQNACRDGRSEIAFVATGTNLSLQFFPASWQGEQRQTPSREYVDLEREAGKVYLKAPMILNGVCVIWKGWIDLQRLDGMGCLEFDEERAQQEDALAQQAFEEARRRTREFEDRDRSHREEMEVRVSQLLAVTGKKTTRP
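Reagent – Venus-CBFb binding partner, 100 nM · Assay system – Cerulean-tagged RUNX1 Runt domain (FRET donor) fusion protein · Input – 100 nM per protein · Incubation – two 1 h room-temperature incubations shielded from light · Measured by – FRET fluorescence · Medium – Tris buffer pH 7.5 with salts and BSA · Benchmarks – unlabeled CBFb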
Calpain2 inh: calpain II (pig) inhibition. purified calpain II, fluorogenic peptide substrate, 30 min. inhibition, % at 16 µM. 220,000 tested, 0.37% active. AID 1236;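 active = inhibition above about 50%, limit read from the data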
Tb hexokinase: blocks Trypanosoma brucei hexokinase 1 activity | inhibition, % at 10 µM | AID 1430 | recombinant TbHK1, G6PDH-coupled NADH A340 | 220,000 tested, 0.11% active;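 active = inhibition of 50% or more in the single-dose primary screen; inactive = inhibition below 50%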
Runt-SMMHC FRET: Runt domain-CBFb-SMMHC interaction inhibition | Q01196+Q13951 | Cerulean-Runt/Venus-CBFb-SMMHC FRET ratio 530/480, 1 h | inhibition, % at 20 µM | 220,000 tested, 0.74% active;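 active = mean inhibition across duplicate retests at 20 µM reaching about 50%, limit read from the data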;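 also: 0% = DMSO wells and 100% = wells with excess untagged CBFb-SMMHC; inhibitors lower the FRET ratio by blocking Runt binding to CBFb-SMMHC; some results filed as inactive read as strong as hits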
Furin inhibitor: human furin inhibition; P09958; purified furin, fluorogenic substrate cleavage; inhibition, % at 30 µM; 220,000 tested, 0.061% active; in the data active = inhibition above about 25%; also: inactives centre near -15
RBBP9 inhibitor: blocks human serine hydrolase RBBP9. O75884. recombinant RBBP9, FP-Rh probe fluorescence polarization. inhibition, % at 7.94 µM. 220,000 tested, 0.2% active;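 active = inhibition above the campaign mean of all tested compounds plus 3 SD, cut at about 14% in these data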;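 also: plate controls were DMSO wells with RBBP9 for no effect and wells lacking RBBP9 protein for full effect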
Target sequence (O75884 whole entry, looked up): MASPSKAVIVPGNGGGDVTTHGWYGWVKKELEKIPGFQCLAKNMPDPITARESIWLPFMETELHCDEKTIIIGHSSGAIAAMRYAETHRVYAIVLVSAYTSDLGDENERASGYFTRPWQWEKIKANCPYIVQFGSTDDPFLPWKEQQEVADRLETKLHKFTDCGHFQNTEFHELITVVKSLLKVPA
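System: RBBP9 protein | Quantity: 2.5 µM RBBP9 dispensing solution, before mixing | Reagent: FP-Rh probe, 375 nM dispensing solution | Timing: Enzyme-compound preincubation 30 min, then probe labeling 45 min, 25 °C | Measured by: Fluorescence polarization | Read-out: % inhibition | Replication: One well per compound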
Active calls of the source: *; . = not tested or not shown; [ ] = another dose, or the depositor's remark.

Value order: p97 ATPase inh | p47phox inh | EBV gp42 inh | Runt-CBFb FRET | Calpain2 inh | Tb hexokinase | Runt-SMMHC FRET | Furin inhibitor | RBBP9 inhibitor
CCOC(=O)c1ccc(Nc2c(OCC)c(=O)c2=O)cc1
    4 | -11 | -16 | 0 | 16 | -52 | 6 | -9 | -6
COc1ccc(Oc2coc3cc(OC(=O)/C=C/c4ccc(F)cc4)ccc3c2=O)cc1
    -3 | -7 | -4 | 0 | -57 | -4 | -2 | -10 | 0
O=[N+]([O-])c1cc(-c2n[nH]c(-c3ccccc3)n2)cc([N+](=O)[O-])c1
    5 | -9 | 1 | 0 | 14 | 3 | -1 | -15 | -10
COc1ccc(OC)c(NC(=O)C2=C(C)NC(=O)NC2c2cccs2)c1 (centres undefined)
    5 | -7 | -10 | 3 | -7 | -4 | 5 | -23 | -3
Cc1cc(C)c2c(=O)n(CC(=O)Nc3cccc(F)c3)sc2n1
    2 | 6 | -20 | -8 | -18 | 21 | 65* | -6 | 0
O=c1[nH]c2cccc(Cl)c2n(CCNc2ncc(C(F)(F)F)cc2Cl)c1=O
    -4 | -11 | -8 | -3 | 5 | -3 | 0 | -18 | -1
C=CCn1c(Cc2ccccc2)n[nH]c1=S
    5 | 8 | -20 | 3 | -14 | -3 | -1 | -25 | 3
O=C(COC(=O)C12CC3CC(CC(O)(C3)C1)C2)NCCc1ccc(Cl)cc1
    2 | -12 | -23 | -2 | -24 | 0 | 2 | -30 | 1
COc1cc(C(c2c(C)[nH][nH]c2=O)c2c(C)[nH][nH]c2=O)ccc1OC(C)C
    2 | -2 | -19 | 1 | -10 | -12 | -2 | -22 | 1
Cc1noc(C)c1S(=O)(=O)N1CCC(C(=O)N2CCN(c3ccccc3Cl)CC2)CC1
    1 | -16 | 1 | 1 | 18 | -14 | 1 | -22[20 µM] | 2
Cc1cc(C(=O)Cn2nc(C(=O)O)c3ccccc3c2=O)c(C)n1-c1ccccc1
    0 | -34 | -3 | -2 | -30 | 2 | 0 | 7 | -9
CC1Cc2ccccc2N1C(=O)c1ccc(N2CCCCC2)c([N+](=O)[O-])c1 (centres undefined)
    -3 | 2 | 1 | -1 | 37 | -8 | 0 | -14 | -7
C=CCNC(=O)c1sc(-c2ccccc2)nc1C
    3 | -2 | -1 | 2 | -18 | -7 | -2 | -23 | -1
Cc1cc(Cl)ccc1Oc1cccc(C(=O)/C(C#N)=C/N(C)C)c1
    2 | -19 | 11 | -2 | -21 | -17 | 5 | -20[20 µM] | -1
CN(C(=O)c1ccccn1)c1nnc(-c2ccncc2)s1
    -1 | . | . | . | . | -11 | . | -11[20 µM] | -1
COc1ccc(-c2cc(C(=O)OCC(=O)c3ccc(C)c([N+](=O)[O-])c3)c3ccccc3n2)cc1
    2 | -8 | -13 | 5 | -46 | -11 | 4 | -25 | -6
CC(=O)c1ccc(N2CCCCCC2)c(F)c1
    4 | -10 | -21 | -2 | -2 | -16 | 0 | -22 | -13
CCSc1nc(-c2ccccc2)nc(C(Cl)Cl)n1
    4 | -41 | -18 | -1 | 11 | -1 | 1 | -28 | -7
O=C(CSc1ncn[nH]1)N1c2ccccc2Sc2ccccc21
    1 | -31 | -2 | 3 | -9 | -13 | -2 | -14 | -1
CC(C)c1ccc(C(=O)N2CCN(c3cnn(C)c(=O)c3Cl)CC2)cc1
    3 | -1 | 2 | -1 | -1 | -6 | 1 | -9 | -5
COCCN(C(=O)c1cc(OC)c(OC)c(OC)c1)c1c(N)n(Cc2ccccc2)c(=O)[nH]c1=O
    -1 | . | -4 | 0 | 2 | 2 | -1 | -29 | 1
CCn1c(CCCOc2ccc(Cl)cc2Cl)nnc1SCC(=O)Nc1cc(F)ccc1C
    0 | -2 | -8 | -8 | 29 | -1 | -6 | -14 | -7
Cc1cc(C)c(NC(=O)c2ccc[n+](Cc3ccc([N+](=O)[O-])cc3)c2)c(C)c1
    1 | -8 | -2 | 3 | 0 | 6 | 0 | -10 | 0
O=C(O)c1sc2cc(C(F)(F)F)cnc2c1-c1cccs1
    6 | -8 | -7 | 4 | -92 | -3 | 3 | -24 | -2
Cc1ccc2nc3c(cc2c1)c(NC(=O)c1ccccn1)nn3CC(C)C
    -4 | -31 | -16 | 53* | 2 | -11 | 90* | -25[20 µM] | 8
CCn1ncc(C2=NOC(C(=O)Nc3c(C)n(C)n(-c4ccccc4)c3=O)C2)c1C (centres undefined)
    -6 | -7 | -5 | 1 | 5 | -6 | -1 | -15 | -10
NS(=O)(=O)c1ccc(CNC(=O)/C=C/c2cccc(Cl)c2)cc1
    0 | -3 | 8 | -4 | 18 | -4 | -2 | -15 | -8
CC(C)(C)NC(=O)COC(=O)c1cncc(Br)c1
    1 | -1 | 7 | -4 | -4 | -10 | -8 | -23[20 µM] | 4
Cc1ccccc1OCc1nc(C#N)c(N2CCCC2)o1
    2 | 4 | -10 | 0 | 36 | -6 | 0 | -23 | -3
CCOC(=O)N1CCN(c2nc3c(c(=O)[nH]c(=O)n3C)n2Cc2ccccc2Cl)CC1
    8 | 5 | -18 | -2 | -6 | 5 | -12 | -24 | -5

Three compounds out of the list above, arranged by the value under Runt-SMMHC FRET, smallest number first.
Value order: p97 ATPase inh | p47phox inh | EBV gp42 inh | Runt-CBFb FRET | Calpain2 inh | Tb hexokinase | Runt-SMMHC FRET | Furin inhibitor | RBBP9 inhibitor
C=CCn1c(Cc2ccccc2)n[nH]c1=S
    5 | 8 | -20 | 3 | -14 | -3 | -1 | -25 | 3
CC1Cc2ccccc2N1C(=O)c1ccc(N2CCCCC2)c([N+](=O)[O-])c1 (centres undefined)
    -3 | 2 | 1 | -1 | 37 | -8 | 0 | -14 | -7
COc1ccc(-c2cc(C(=O)OCC(=O)c3ccc(C)c([N+](=O)[O-])c3)c3ccccc3n2)cc1
    2 | -8 | -13 | 5 | -46 | -11 | 4 | -25 | -6

Quoted from the listing:
Tb hexokinase result of COc1cc(C(c2c(C)[nH][nH]c2=O)c2c(C)[nH][nH]c2=O)ccc1OC(C)C stands at -12
RBBP9 inhibitor result of CN(C(=O)c1ccccn1)c1nnc(-c2ccncc2)s1 stands at -1
p97 ATPase inh result of CCn1ncc(C2=NOC(C(=O)Nc3c(C)n(C)n(-c4ccccc4)c3=O)C2)c1C (centres undefined) stands at -6

Additional records follow.
Value order: p97 ATPase inh | p47phox inh | EBV gp42 inh | Runt-CBFb FRET | Calpain2 inh | Tb hexokinase | Runt-SMMHC FRET | Furin inhibitor | RBBP9 inhibitor
Cc1cc(C)c(S(=O)(=O)/N=C2\C=CC(=O)C(Cl)=C2)c(C)c1
    6 | 3 | -11 | 15 | -12 | -2 | -9 | -17[20 µM] | 3
COc1cccc(-c2nc(-c3ccc(NC(=O)c4ccncc4)cc3)no2)c1
    -1 | -8 | -3 | 0 | -40 | -4 | -1 | -12[20 µM] | -5
Cc1ccccc1OCC(=O)OCC(=O)Nc1ccc(S(N)(=O)=O)cc1
    -1 | -3 | 10 | 0 | -10 | -1 | 1 | -22 | -10
CCCCN(C(=O)Cc1cccc(F)c1)c1c(N)n(CCC)c(=O)[nH]c1=O
    -1 | 0 | 0 | 0 | 43 | 3 | -5 | -14 | -13
COc1cc(/C=C/C(=O)N(C)c2ccccc2C(=O)O)cc(OC)c1OC
    -1 | -7 | -6 | -2 | -31 | -18 | -3 | -29[20 µM] | -2
Cc1nn(C2CCS(=O)(=O)C2)c(Cl)c1/C=C/C(=O)OCC(=O)Nc1ccccc1OC(F)F (centres undefined)
    2 | -13 | -28 | -1 | -5 | -3 | -1 | -27[20 µM] | 3
COc1ccc(OC)c(N(CC(=O)Nc2cccnc2)S(=O)(=O)c2ccc(C)cc2)c1
    0 | -6 | 3 | 1 | 7 | -7 | -7 | -14[20 µM] | 0
CCc1[nH]c(=O)c(C#N)c2c1CCCC2
    0 | 33* | -3 | -1 | -31 | -27 | -5 | -17[20 µM] | -7
CC(C)(C)Nc1nc(C(N)=O)nc(N2CCOCC2)n1
    -2 | -6 | -15 | -1 | 10 | 2 | 0 | -24[20 µM] | 2
CC(=O)Nc1cccc(OCC(O)Cn2cnc3ccccc32)c1 (centres undefined)
    0 | 1 | -26 | 1 | -2 | 2 | 0 | -12[20 µM] | -4
C/C(=N/OC(=O)c1c(-c2c(F)cccc2Cl)noc1C)c1cnccn1
    2 | -3 | -6 | 0 | -25 | -17 | 0 | -26 | 2
CN(C)S(=O)(=O)c1cc(NC(=O)CN2CCN(c3ccc(O)cc3)CC2)ccc1Cl
    -2 | 7 | -2 | 41 | 1 | -1 | 35 | -25 | -9
CC(=O)c1ccc(Oc2ncnc3sccc23)c(CN2CCOCC2)c1
    2 | -15 | -49 | 3 | -4 | 1 | 0 | -15 | -8
COc1cccc(-c2ccc(SCc3ccccn3)nn2)c1
    -6 | 0 | -15 | 0 | 41 | 2 | -4 | -9 | -2
CSc1ccccc1C(=O)C1CCCN(C(=O)c2ccc(N3CCOCC3)cc2)C1 (centres undefined)
    -3 | -1 | -5 | 2 | 23 | 5 | 0 | -13 | -3
S=C(NCc1ccc2c(c1)OCO2)Nc1ccc2nsnc2c1
    7 | -14 | -10 | -9 | 16 | -7 | -18 | -38 | -9
Cc1cc(=O)[nH]c(Sc2c(-c3ccccc3)c3ccccc3[nH]c2=O)n1
    2 | 1 | 6 | 1 | 10 | -17 | 0 | -23 | 0
COC(=O)c1c(NC(=O)COC(=O)c2ccc(Cl)cc2[N+](=O)[O-])sc2c1CCCCC2
    3 | -11 | -7 | 1 | 12 | -7 | 0 | -24 | -10
COc1ccccc1N(CC(=O)Nc1ccccc1C(=O)NC(C)C)S(C)(=O)=O
    -1 | -10 | -8 | -2 | -4 | 0 | 2 | -12 | 1
O=C(O)c1ccc(-n2ccnc2)c([N+](=O)[O-])c1
    3 | -3 | -5 | -2 | -8 | 0 | -2 | -16 | -7
Cn1cnnc1SCC(=O)N1CCC(Cc2ccccc2)CC1
    4 | -12 | -35 | -2 | -22 | -1 | 5 | -19 | -5
CCOc1cc(/C=N/NC(=O)C(=O)Nc2cc(Cl)ccc2C)ccc1O
    6 | -13 | -11 | 1 | 10 | -23 | -8 | -23 | 3
CC(C)c1nnc(NC(=O)CCC(=O)Nc2ccc(F)cc2)s1
    4 | -5 | -31 | -3 | -10 | 5 | -4 | -32 | -3
O=C(N/N=C/c1ccccn1)c1ccc([N+](=O)[O-])cc1
    8 | -5 | -16 | 4 | -50 | -14 | 4 | -16 | 0
Cc1nnc2n(c1=O)C(CS(=O)(=O)c1ccc3ccccc3c1)CS2 (centres undefined)
    -5 | -9 | -12 | 1 | -37 | 13 | 1 | -5 | -4
O=C(c1ccc(Cl)cc1)N1CCC(O)(CSc2ccc(Cl)cc2)CC1
    0 | -7 | -8 | -2 | -19 | 0 | -2 | -16[20 µM] | 0
COC(=O)c1ccc(CSc2ncnc3c2oc2ccccc23)o1
    6 | -11 | -14 | -5 | -7 | 4 | -1 | -9 | 11
CC(C)OP(=O)(OC(C)C)C(C)NC(=O)Cc1ccccc1 (centres undefined)
    6 | 7 | -11 | -1 | -6 | 1 | -2 | -29 | 2
c1ccc(Cn2c(-c3cncs3)nc3ccccc32)cc1
    1 | 2 | -15 | 2 | 12 | 0 | -6 | -20[20 µM] | -3
Cc1ccc(C(=O)COC(=O)c2ccc(-c3cnc4ccccc4n3)cc2)cc1C
    -6 | -13 | -3 | 2 | 12 | -4 | 5 | -9 | -8
COC(=O)c1ccc(COc2cc([N+](=O)[O-])cc3cccnc23)o1
    -1 | 13 | -2 | . | 0 | 0 | . | -14 | -4
Cn1c(C2CCCCC2)nc2c1c(=O)[nH]c(=O)n2Cc1ccccc1
    1 | 0 | -2 | -3 | -2 | -6 | 0 | -9 | -2
